Screening results: PubChem, National Center for Advancing Translational Sciences (NCATS)
Tb PYK inh = qHTS of Trypanosoma Brucei Inhibitors; actives 0.12% (n = 410,000); TbPYK enzyme, Kinase-Glo Plus ATP luminescence, 45 min; Potency, µM (series often up to 76.8 µM), for inactives: at the highest dose activity, negative = inhibition, actives largely listed as inhibitors; pyruvate kinase (Trypanosoma brucei), Q57TT1; also: nearly all actives have a fitted effect of over 50% in size
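T. brucei PYK with substrate was exposed to pin-transferred compounds across a concentration series, then started with 130 uM ADP (final). After 45 min at room temperature, Kinase-Glo Plus luminescence was read, normalized and curve-fitted.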
Sm TGR block = qHTS Assay for the Inhibitors of Schistosoma Mansoni Peroxiredoxins; Potency, µM (top dose mostly 114 µM), for the others: at the top dose activity change, negative = inhibition, most hits filed as inhibitors; actives 3% (n = 360,000); purified TGR, DTNB reduction, TNB absorbance 405 nm; Schistosoma mansoni thioredoxin glutathione reductase (TGR), Q962Y6; also: nearly all actives have a fitted effect of over 60% in size
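TGR 20 nM + NADPH 100 uM (dispensed conc.), cpd preinc 15 min RT; start with NADPH (500 uM addition) then DTNB (15 mM addition). Kinetic TNB absorbance, 405 nm filter. Four-parameter Hill fit across titration.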
* = called active by the depositor; ? = inconclusive; & = joins results of further samples; [ ] = dose if it differs, or a comment. Calls follow the shape of the dose curve; as a rule, active = well fitted curve in the direction sought with a large enough effect; inconclusive = small, poorly fitted or top-dose-only effect, or another doubt; inactive = no such curve, though single readings can be large; an effect the other way counts as inactive or inconclusive. % is scaled to controls: 0 for no effect and ±100 for the full control effect; potency is read from the fitted curve at half-maximal effect. Some of the compounds tested, so the mix of outcomes need not match the whole.

SMILES	Tb PYK inh	Sm TGR block
CCOC(=O)c1ccc(Nc2nc3ccc(C(=O)c4ccccc4)cc3n3c(C)nnc23)cc1	-5.6%	4.3%
COc1cccc(CNS(=O)(=O)c2ccc3c(c2)C(C(C)C)C(=O)N3)c1 (stereo unspecified)	4.3%	-13.7%
COc1ccc(-n2ccnc(NCc3cccs3)c2=O)cc1OC	-5.2%	-18.6%
Cc1ccc(NC(=O)C2CCCN(c3ncnc4onc(C)c34)C2)cc1Cl (stereo unspecified)	-3.4%	2.6%
CCc1ccc(S(=O)(=O)c2nnn3c2nc(N2CCC(C(N)=O)CC2)c2cc(Cl)ccc23)cc1	1.3%	5.2%
Cc1cc2c(cc1S(=O)(=O)Nc1cccc(C(F)(F)F)c1)OCCN2C	-2.6%	4.8%
CCOc1ccc(C(=O)Nc2cccc(C(=O)OCc3cc(=O)n4cc(C)sc4n3)c2)cc1	2.2%	2.9%
O=C(/C=C/c1ccccc1)N1CCN(Cc2cc(=O)n3nc(-c4ccccc4Cl)sc3n2)CC1	0.6%	-11.1%
O=C1CC(c2ccc(C(F)(F)F)cc2)c2c(c3ccccc3oc2=O)O1 (stereo unspecified)	-6.4%	4.1%
CCc1ccc(S(=O)(=O)c2cn(CC(=O)Nc3ccc(C)cc3)c3ccccc3c2=O)cc1	-6.6%	-2.5%
CCOc1ccc(NC(=O)Cc2csc(COc3cccc(C)c3)n2)cc1	3.6%	0.4%
Cc1ccc(Sc2c(C)nn(C(=O)c3ccc(Br)cc3)c2C)cc1	0.2%	5.5%
Cc1cc(NC(=O)CCn2c(=O)c3cccn3c3cccnc32)ccc1Br	-4.9%	6.4%
Cc1cc(N2CCN(c3cccc(C)c3C)CC2)n2nc(C)c(-c3ccc(Cl)cc3)c2n1	-8.6%	-3.3%
Cn1cnc(S(=O)(=O)N2CCCC(C(=O)Nc3ccc(OC(F)(F)F)cc3)C2)c1 (stereo unspecified)	-2.9%	3.3%
CC(=O)c1ccc(NC(=O)C(C)n2nc(-c3ccccc3)ccc2=O)cc1 (stereo unspecified)	0.8%	-5.2%
Cc1cccc(NC(=O)CN2C(=O)C(c3ccccc3)=NC23CCC(C)CC3)c1 (stereo unspecified)	-1.4%	11.7%
COc1ccccc1CNc1nc(-c2ccco2)nn1C(=O)c1cc(OC)c(OC)c(OC)c1	9.4%	?
O=C(NC1(C(F)(F)F)NC(=O)N(CCc2ccccc2)C1=O)c1ccccc1F (stereo unspecified)	0.5%	-1.3%
COc1ccc(N2CCN(C(c3ccccc3F)c3sc4nc(-c5ccco5)nn4c3O)CC2)cc1 (stereo unspecified)	-4.9%	8.6%
O=C(CN1CCSc2ccccc21)NCc1ccccc1F	1.6%	2.6%
Cc1cccc(C(=O)Nc2ccc(OCc3cc(=O)n4ccsc4n3)cc2)c1	-9.0%	3.6%
CCC(=O)N1CCc2cc(S(=O)(=O)NC(Cc3ccccc3)C(=O)Nc3ccccc3C)ccc21 (stereo unspecified)	-7.2%	-4.1%
Cc1c(Cl)cccc1NC(=O)c1cc(-c2cccc(Cl)c2)on1	0.4%	9.7%
COc1ccccc1N1CCN(CCC(=O)Nc2cccc(F)c2)CC1	1.8%&1.2%	-1.5%
Cc1ccc(NC(=O)Cn2c(=O)n(Cc3ccc4c(c3)OCO4)c(=O)c3ccc(C(=O)NC4CCCCC4)cc32)c(C)c1	-0.3%	?
CCOC(=O)CNC(=O)Nc1cc(C(=O)NCc2ccccc2OC)ccc1N1CCCC1	0.2%	-0.7%
CCCCOc1ccc(NC(=O)c2cc3c(n(-c4ccc(Cl)cc4)c2=O)CCCC3=O)cc1	-0.1%	6.9%
O=C1CC(c2ccc(Br)cc2)c2c(c3ccccc3oc2=O)O1 (stereo unspecified)	-8.3%	7.8%
Cc1cccc(-c2nc(CCNC(=O)Cc3ccccc3)cs2)c1	0.6%	8.5%
CCn1c(=O)sc2cc(NS(=O)(=O)c3ccc(F)c(C)c3)ccc21	3.4%	1.2%
CC(=O)c1ccc(N2CCN(C(=O)CCCCn3c(=O)[nH]c4ccccc4c3=O)CC2)cc1	-10.3%	6.4%
CCC(O)c1nc2ccccc2n1Cc1cccc(Cl)c1 (stereo unspecified)	1.6%	0.6%
COc1ccc(CCNC(=O)c2cn(C)c3ccc(S(=O)(=O)N(C)C)cc3c2=O)cc1OC	2.1%	7.7%
Cc1ccc(CCNC(=O)CCSCc2ccccc2F)cc1	-3.0%	-0.2%
CCOc1cccc2sc(N(Cc3cccnc3)C(=O)c3ccco3)nc12	-0.5%[15.4 µM]	5.9%
Cc1ccc(NC(=O)CN2C(=O)C(c3ccc(C(C)(C)C)cc3)=NC2(C)C)cc1	0.4%	-3.4%
COc1ccc(C2C(C(=O)Nc3ccccc3OC)=C(C)Nc3c(C(=O)Nc4ccccc4)cnn32)c(OC)c1 (stereo unspecified)	-1.6%	33.0%
Cc1cccc(-c2c3c(=O)n(C)c(=O)n(C)c3cn2-c2cc(N)c(Cl)cc2Cl)c1	20.8%	7.8%
CCOC(=O)c1cc(S(=O)(=O)N2CCN(c3ccc(OC)cc3)CC2)[nH]n1	-4.2%	3.0%
COc1ccc2c(c1)c1c(c(=O)n(-c3ccc(OC)c(OC)c3)c(=O)n1Cc1ccccc1F)n2C	6.4%	3.9%
O=C(COc1ccccc1F)OCc1cc(=O)n2nc(C3CCCCC3)sc2n1	3.0%	1.4%
CN(C)c1ccc(NC(=O)CSc2nc3ccsc3c(=O)n2CCCCCC(=O)O)cc1	-7.1%	1.7%
COc1ccc(OCC(=O)Nc2ccc(Cl)c(-c3nc4ncccc4o3)c2)cc1	-2.7%	-1.6%
CCCCOc1ccc(S(=O)(=O)Nc2cccc(-c3ccc(N4CCOCC4)nn3)c2)cc1	-7.1%	4.8%
COc1cccc(NS(=O)(=O)c2ccc3[nH]cc(C(=O)N(C)C4CCCCC4)c(=O)c3c2)c1	3.5%	-6.0%
Cc1ccc(NC(=O)N2CC=C(c3c[nH]c4ccccc34)CC2)cc1Cl	-4.3%	0.8%
Cc1ccc(CNC(=O)CN2CCN(Cc3ccc(F)cc3)C2=O)cc1	-2.3%	-2.4%
C=C(C)CSc1nc2sc3c(c2c(=O)n1CCCC)CCCC3	-2.9%	12.4%
Cc1cccc(-n2c(SCC(=O)Nc3ccccc3C)nc3c(oc4ccccc43)c2=O)c1	-6.1%	13.8%
Cc1ccccc1-c1nc2scc(CCNS(=O)(=O)c3ccccc3)n2n1	-2.6%	-1.4%
Cc1cc(N2CCN(c3ccccc3F)CC2)n2cnnc2n1	-1.2%	-2.4%
Cc1ccc(CCNC(=O)Cn2ncc3c(=O)oc4ccccc4c32)cc1	7.5%	-5.7%
COc1ccc(C(=O)Nc2ccccc2-c2nc(-c3ccc(OC)cc3)no2)cc1	-5.0%	4.1%
CN1CCN(C(c2ccccc2Cl)c2sc3nc(-c4ccco4)nn3c2O)CC1 (stereo unspecified)	2.1%	20.1%
COc1cc(C(=O)Nc2ccccc2-c2nc(-c3ccccc3)no2)cc(OC)c1OC	4.8%	-0.6%
CCOC(=O)c1sc2ccccc2c1S(=O)(=O)Nc1ccc(CC)cc1	-11.2%	15.3%
CCOC(=O)c1ccccc1NC(=O)Cn1c(=O)n(CCC(=O)N2CCc3ccccc3C2)c(=O)c2ccccc21	-1.3%	3.0%
CCN(CC)S(=O)(=O)c1ccc2c(c1)c(=O)c(C(=O)N1CCN(c3ccc(OC)cc3)CC1)cn2C	-5.9%	-1.7%
COc1ccc(C(=O)Nc2ccccc2SCc2cc(=O)c3cccc(C)c3[nH]2)cc1	-2.8%	-0.1%

Next section
SMILES	Tb PYK inh	Sm TGR block
COc1cc(NC(=O)N2c3ccccc3Sc3ccccc32)cc(OC)c1	3.7%	-1.7%
CCc1cc2c(cc3c(=O)n(CC(=O)NCCc4ccc(OC)c(OC)c4)ncn32)s1	2.8%	0.9%
CCOC(=O)COc1cc(C)c(Cl)cc1C(=O)c1ccn2nc(-c3ccc(OC)cc3)cc2n1	-2.1%	-1.9%
Cc1ccc2nc(COc3ccccc3NC(=O)Nc3ccc(F)c(Cl)c3)cc(=O)n2c1	-4.3%	3.3%
CCOc1ccc(CCNC(c2cccc(Cl)c2)c2nnc(-c3ccccc3)o2)cc1OCC (stereo unspecified)	6.7%	-2.2%
COc1ccc(-c2nc(C)c(CCNC(=O)C(=O)Nc3ccccc3C#N)s2)cc1OC	5.7%	-6.0%
COc1ccccc1NC(=O)c1c(NCc2ccc(C)o2)sc2c1CCCCC2	?	2µM*
Cc1ccc2nc(NC(=O)CSc3[nH]c(=O)ncc3C)sc2c1	4.6%	-5.7%
Cc1cc(O)c(C(c2ccc(F)cc2)N2CCCCC2)c(=O)n1Cc1ccco1 (stereo unspecified)	0.6%	20µM*
COc1cccc(-c2cc(C(=O)Nc3ccc(F)cc3)[nH]n2)c1	1.1%	6.5%
COc1cc(-c2nc3nc(C)cc(C)n3c2Nc2ccc(Cl)cc2)ccc1O	0.0%	-21.4%
CCOc1ccc(C(=O)NCCc2sc(-c3ccc(C)cc3)nc2C)cc1	-3.7%	-1.6%

For convenience, three of the compounds above.
SMILES	Tb PYK inh	Sm TGR block
COc1ccc2c(c1)c1c(c(=O)n(-c3ccc(OC)c(OC)c3)c(=O)n1Cc1ccccc1F)n2C	6.4%	3.9%
O=C(COc1ccccc1F)OCc1cc(=O)n2nc(C3CCCCC3)sc2n1	3.0%	1.4%
CN(C)c1ccc(NC(=O)CSc2nc3ccsc3c(=O)n2CCCCCC(=O)O)cc1	-7.1%	1.7%

Further records.
SMILES	Tb PYK inh	Sm TGR block
COc1ccccc1CNC(=O)Cc1c(C)c2c(cc(C)c3c(C)coc32)oc1=O	-2.8%	-4.1%
CC(=O)N1c2ccc(S(=O)(=O)N3CCCCCC3)cc2CC1C(=O)NC(C)C (stereo unspecified)	-4.8%	-1.0%
CCCNC(=O)C1CCC(Cn2c(=O)c3sccc3n(Cc3ccccc3C)c2=O)CC1 (stereo unspecified)	-7.9%	-1.2%
CC(C)c1ccc(C(=O)Nc2ccc(-c3nc4ccccc4s3)c(Cl)c2)cc1	-7.6%	-0.8%
Cc1c(C2=CCN(S(=O)(=O)c3ccc(Cl)cc3)CC2)c2ccccc2n1CC(=O)N1CCCC1	3.0%	-10.3%
Cc1ccc(NC(=O)c2ccc(CN3CC(=O)N4CCCCC4C3=O)cc2)cc1C (stereo unspecified)	0.2%	-0.6%
CC1CCC(NC(=O)C2(C)Cc3ccccc3C(=O)N2Cc2ccccc2Cl)CC1 (stereo unspecified)	3.3%	5.3%
CC1=C(C(=O)Nc2ccccc2)C(c2ccc(F)cc2)n2nc(SCc3cc(C)ccc3C)nc2N1 (stereo unspecified)	0.5%	-0.5%
CCC(=O)Nc1ccc2nc(SCCOc3ccccc3)sc2c1	0.4%	-2.2%
O=C(CCS(=O)(=O)c1cc2c(cc1Cl)NC(=O)CO2)NCc1ccccc1Cl	1.4%	3.6%
Cc1cc(O)c(C(c2ccccc2Cl)N2CCCCC2)c(=O)n1Cc1ccco1 (stereo unspecified)	-0.1%	4.47µM*
COc1ccc(-c2noc(CCC(=O)Nc3cccc(C)c3C)n2)cc1OC	-1.3%	-4.4%
COc1ccc(C(CC(=O)NCc2ccc(Cl)cc2)N2Cc3ccccc3C2=O)cc1OC (stereo unspecified)	-2.4%	2.7%
Cc1ccc(Oc2c(C(F)(F)F)oc3c(CN4CCCCC4)c(O)ccc3c2=O)cc1	1.0%	-1.7%
Cc1cccc(NCc2nc3ccccc3n2CCOc2ccccc2C)c1	1.8%	-0.1%
CC(C)(C)c1ccc(CSC2=Nc3ccccc3C3=NC(CC(=O)NCc4cccs4)C(=O)N23)cc1 (stereo unspecified)	4.2%	-8.9%
Cc1ccc(Cc2c(C)nc3nc(SCC(=O)NC4CCC(C)CC4)nn3c2C)cc1 (stereo unspecified)	0.3%	1.3%
CCc1ccc(NC(=O)CN(c2ccc(Cl)cc2)S(=O)(=O)c2ccsc2C(=O)OC)cc1	0.3%	31.6%
COc1ccc(S(=O)(=O)NCCS(=O)(=O)N2CCN(c3ccccc3)CC2)cc1OC	3.5%	0.5%

By substructure: those above containing two or more sulfur atoms
SMILES	Tb PYK inh	Sm TGR block
CCn1c(=O)sc2cc(NS(=O)(=O)c3ccc(F)c(C)c3)ccc21	3.4%	1.2%
CN(C)c1ccc(NC(=O)CSc2nc3ccsc3c(=O)n2CCCCCC(=O)O)cc1	-7.1%	1.7%
C=C(C)CSc1nc2sc3c(c2c(=O)n1CCCC)CCCC3	-2.9%	12.4%
Cc1ccccc1-c1nc2scc(CCNS(=O)(=O)c3ccccc3)n2n1	-2.6%	-1.4%
CCOC(=O)c1sc2ccccc2c1S(=O)(=O)Nc1ccc(CC)cc1	-11.2%	15.3%
Cc1ccc2nc(NC(=O)CSc3[nH]c(=O)ncc3C)sc2c1	4.6%	-5.7%
CCC(=O)Nc1ccc2nc(SCCOc3ccccc3)sc2c1	0.4%	-2.2%
CC(C)(C)c1ccc(CSC2=Nc3ccccc3C3=NC(CC(=O)NCc4cccs4)C(=O)N23)cc1 (stereo unspecified)	4.2%	-8.9%
CCc1ccc(NC(=O)CN(c2ccc(Cl)cc2)S(=O)(=O)c2ccsc2C(=O)OC)cc1	0.3%	31.6%
COc1ccc(S(=O)(=O)NCCS(=O)(=O)N2CCN(c3ccccc3)CC2)cc1OC	3.5%	0.5%
